Assay outcomes as filed in PubChem BioAssay.
TcdB GH inh = TcdB glycohydrolase inhibition. P18177. TcdB glycohydrolase enzymatic assay, plate reader. inhibition, % at 9.99 µM. 350,000 compounds, 0.24% hits. AID 652162; in the data active = inhibition above about 10%
Target sequence (P18177 whole entry, looked up): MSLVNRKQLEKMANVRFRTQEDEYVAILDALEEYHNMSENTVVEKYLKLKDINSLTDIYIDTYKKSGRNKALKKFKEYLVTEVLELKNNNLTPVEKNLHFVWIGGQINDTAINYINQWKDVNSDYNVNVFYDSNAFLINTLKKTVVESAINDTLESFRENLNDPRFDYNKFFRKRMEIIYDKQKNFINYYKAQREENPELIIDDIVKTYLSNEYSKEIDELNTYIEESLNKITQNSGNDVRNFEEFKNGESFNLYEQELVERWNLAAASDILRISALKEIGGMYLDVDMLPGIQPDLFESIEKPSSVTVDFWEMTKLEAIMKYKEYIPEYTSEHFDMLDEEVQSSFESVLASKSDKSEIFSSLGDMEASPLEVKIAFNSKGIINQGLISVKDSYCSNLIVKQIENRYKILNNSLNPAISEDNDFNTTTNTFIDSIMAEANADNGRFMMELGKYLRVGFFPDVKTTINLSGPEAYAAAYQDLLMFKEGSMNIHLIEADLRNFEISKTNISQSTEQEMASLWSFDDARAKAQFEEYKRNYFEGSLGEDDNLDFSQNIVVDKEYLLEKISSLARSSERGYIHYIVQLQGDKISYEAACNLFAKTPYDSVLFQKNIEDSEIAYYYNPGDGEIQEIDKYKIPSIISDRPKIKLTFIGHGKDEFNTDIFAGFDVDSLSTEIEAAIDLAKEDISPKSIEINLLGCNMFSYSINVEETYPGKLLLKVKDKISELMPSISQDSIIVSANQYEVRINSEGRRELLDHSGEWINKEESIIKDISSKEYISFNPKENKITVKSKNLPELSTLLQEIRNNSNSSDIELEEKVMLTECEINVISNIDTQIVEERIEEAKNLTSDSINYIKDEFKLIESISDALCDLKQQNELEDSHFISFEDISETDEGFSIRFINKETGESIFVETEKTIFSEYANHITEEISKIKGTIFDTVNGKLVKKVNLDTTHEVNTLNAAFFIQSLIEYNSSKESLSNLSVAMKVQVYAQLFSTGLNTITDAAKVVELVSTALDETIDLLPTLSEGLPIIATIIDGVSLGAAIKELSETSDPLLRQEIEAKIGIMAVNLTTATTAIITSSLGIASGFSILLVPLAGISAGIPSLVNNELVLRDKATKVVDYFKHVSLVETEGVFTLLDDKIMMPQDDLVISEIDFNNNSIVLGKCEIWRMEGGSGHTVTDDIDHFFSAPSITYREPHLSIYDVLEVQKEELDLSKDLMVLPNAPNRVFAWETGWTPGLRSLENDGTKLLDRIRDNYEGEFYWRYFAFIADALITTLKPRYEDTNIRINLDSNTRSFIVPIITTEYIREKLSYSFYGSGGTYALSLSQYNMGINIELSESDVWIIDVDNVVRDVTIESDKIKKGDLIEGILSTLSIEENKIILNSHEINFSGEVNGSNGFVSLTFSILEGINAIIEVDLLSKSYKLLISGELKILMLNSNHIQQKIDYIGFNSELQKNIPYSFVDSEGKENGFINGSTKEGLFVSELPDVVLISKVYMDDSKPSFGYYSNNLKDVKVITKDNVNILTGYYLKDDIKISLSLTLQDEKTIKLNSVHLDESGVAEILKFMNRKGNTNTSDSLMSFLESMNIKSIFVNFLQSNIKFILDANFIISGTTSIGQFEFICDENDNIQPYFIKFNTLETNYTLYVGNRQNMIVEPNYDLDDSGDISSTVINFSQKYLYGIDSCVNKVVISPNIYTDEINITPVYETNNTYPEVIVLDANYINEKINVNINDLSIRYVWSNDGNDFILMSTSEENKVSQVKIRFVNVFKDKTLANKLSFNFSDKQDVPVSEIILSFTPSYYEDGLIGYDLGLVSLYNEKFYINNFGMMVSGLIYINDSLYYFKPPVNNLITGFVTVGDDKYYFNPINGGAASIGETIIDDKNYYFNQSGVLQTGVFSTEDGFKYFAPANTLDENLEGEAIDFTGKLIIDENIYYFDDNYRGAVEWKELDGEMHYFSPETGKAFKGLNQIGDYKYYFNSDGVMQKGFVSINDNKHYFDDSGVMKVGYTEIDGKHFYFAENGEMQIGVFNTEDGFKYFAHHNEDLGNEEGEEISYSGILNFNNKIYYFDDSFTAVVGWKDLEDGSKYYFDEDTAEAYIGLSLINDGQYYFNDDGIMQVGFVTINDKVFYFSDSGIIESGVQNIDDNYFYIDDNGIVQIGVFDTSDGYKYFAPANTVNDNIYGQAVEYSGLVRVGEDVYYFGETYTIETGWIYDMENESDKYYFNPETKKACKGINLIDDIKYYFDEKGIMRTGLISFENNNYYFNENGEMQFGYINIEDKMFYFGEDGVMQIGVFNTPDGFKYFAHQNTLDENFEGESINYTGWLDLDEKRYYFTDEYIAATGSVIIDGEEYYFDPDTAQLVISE
* hit, by the source's call; & = joins results of further samples. The list is partial (hit frequency here may not be typical).

SMILES	TcdB GH inh
O=C(NC1CCCC1)[C@H]1[C@H](CO)[C@H]2Cn3c(cccc3=O)[C@@H]1N2CC1CCCC1	-0.3
Cc1noc(C)c1NC(=O)Nc1ccc2c(c1)CC(=O)N([C@H](C)CO)C[C@H](C)[C@@H](CN(C)S(=O)(=O)c1ccccc1)O2	-2.7
COc1ccc(CN(C)C[C@H]2OCCCC[C@H](C)Oc3ccc(NC(=O)Nc4cccc5ccccc45)cc3C(=O)N([C@H](C)CO)C[C@@H]2C)cc1	0.6
C[C@H](NC(=O)C[C@@H]1CC[C@@H]2[C@H](COC[C@@H](O)CN2C(=O)Nc2cccc(F)c2)O1)c1ccccc1	-1.0
C[C@H](CO)N1C[C@H](C)[C@H](CN(C)CC2CC2)Oc2c(NC(=O)C3CCOCC3)cccc2C1=O	-0.8
C[C@@H]1CN([C@H](C)CO)C(=O)c2cc(C#Cc3cccnc3)cnc2O[C@H]1CN(C)Cc1ccccc1	-0.6
O=C(Cc1ccccc1)N1CC[C@@H]2[C@@H](CO)Nc3ccc(-c4ccccc4)cc3[C@@H]21	1.8
COc1ccc2c3c([nH]c2c1)[C@H](CO)N(Cc1ccccc1F)CC31CCN(C(=O)C2CCOCC2)CC1	-1.6
O=C(c1cccc(F)c1)N1CC[C@@H]2[C@@H](CO)Nc3ccc(C#Cc4ccc(F)cc4)cc3[C@@H]21	0.6
CNC(=O)C[C@H]1CC[C@@H]2[C@H](COC[C@@H](O)CN2C(=O)Nc2ccc3c(c2)OCO3)O1	-0.9
COc1ccc(S(=O)(=O)N[C@H]2C=C[C@@H](CC(=O)O)O[C@@H]2CO)cc1	0.3
CO[C@@H]1CN(C)C(=O)c2cc(NC(=O)C3CC3)ccc2OC[C@@H](C)N(C(=O)c2ccccc2)C[C@@H]1C	1.3
C[C@H](NC(=O)C[C@H]1C=C[C@H](NC(=O)c2cccnc2)[C@@H](CO)O1)c1ccccc1	-2.5
C/C=C/c1ccc([C@H]2[C@H]3CN(C(=O)Cc4cccnc4)CC(=O)N3[C@H]2CO)cc1	-0.2
C[C@@H]1CN([C@@H](C)CO)C(=O)Cc2cc(NC(=O)Nc3ccc(C(F)(F)F)cc3)ccc2O[C@H]1CN(C)Cc1ccc(C(F)(F)F)cc1	-2.7
C[C@@H]1CN([C@H](C)CO)C(=O)Cc2cc(NC(=O)NC3CCCCC3)ccc2O[C@@H]1CN(C)S(=O)(=O)c1ccc(F)cc1	-0.4
C[C@@H]1CN([C@@H](C)CO)C(=O)c2cccc(NC(=O)c3ccc(-c4nccs4)cc3)c2O[C@H]1CN(C)S(=O)(=O)c1ccc(F)cc1	0.5
CC(=O)N(C)C[C@H]1Oc2cc(-c3cccc(F)c3)ccc2S(=O)(=O)N([C@H](C)CO)C[C@@H]1C	-1.2
N#Cc1ccc(-c2ccc(C3[C@@H]4CN(Cc5ccccc5F)C[C@H]3N4)cc2)cc1 (some centres not stated)	0.2&0.2
CN1C(=O)[C@@](O)(c2cn(C)c3ccccc23)c2cc(F)ccc21	-0.7

4 entries from above, as labelled records.
> C[C@@H]1CN([C@H](C)CO)C(=O)c2cc(C#Cc3cccnc3)cnc2O[C@H]1CN(C)Cc1ccccc1
  TcdB GH inh: -0.6

> CN1C(=O)[C@@](O)(c2cn(C)c3ccccc23)c2cc(F)ccc21
  TcdB GH inh: -0.7

> COc1ccc(CN(C)C[C@H]2OCCCC[C@H](C)Oc3ccc(NC(=O)Nc4cccc5ccccc45)cc3C(=O)N([C@H](C)CO)C[C@@H]2C)cc1
  TcdB GH inh: 0.6

> CNC(=O)C[C@H]1CC[C@@H]2[C@H](COC[C@@H](O)CN2C(=O)Nc2ccc3c(c2)OCO3)O1
  TcdB GH inh: -0.9

Other results follow:
SMILES	TcdB GH inh
CCCN(CCC)c1cc(=O)nc2ccccn12	1.1
COc1ccc(NC(=O)Nc2cccc3c2O[C@H](CN(C)CC2CCCCC2)[C@H](C)CN([C@@H](C)CO)C3=O)cc1	-1.3
Cc1ccc(S(=O)(=O)NCC[C@H]2CC[C@H](NC(=O)CC3CC3)[C@@H](CO)O2)cc1	0.9
Cc1ccc(S(=O)(=O)Nc2ccc3c(c2)C(=O)N([C@@H](C)CO)C[C@H](C)[C@@H](CN(C)S(=O)(=O)c2ccc(C)cc2)OCCCC[C@H](C)O3)cc1	-2.5
Cc1ccc(S(=O)(=O)Nc2ccc3c(c2)C(=O)N([C@H](C)CO)C[C@@H](C)[C@H](CN(C)Cc2ccc(C(=O)O)cc2)O3)cc1	0.4
O=C(N[C@H]1CC[C@H](CCNS(=O)(=O)c2ccccc2)O[C@@H]1CO)c1cnccn1	-0.1
C[C@H](CO)N1C[C@H](C)[C@@H](CN(C)S(=O)(=O)c2ccc(Cl)cc2)Oc2ccc(NC(=O)CCC(F)(F)F)cc2C1=O	1.2
C[C@@H]1CN([C@@H](C)CO)C(=O)c2cc(NC(=O)Nc3cccc4ccccc34)ccc2O[C@@H](C)CCCCO[C@H]1CN(C)C(=O)Nc1ccccc1	1.0
COCC(=O)N1[C@@H]2c3ccc(C4=CCCCC4)c(=O)n3C[C@@H]2[C@@H](CO)[C@@H]1C(=O)N1CCCCC1	-2.9
C[C@@H]1CCCCO[C@@H](CN(C)Cc2ccccc2)[C@@H](C)CN([C@H](C)CO)C(=O)c2cc(NC(=O)Nc3ccc(C(F)(F)F)cc3)ccc2O1	-0.6
C[C@H](CO)N1C[C@H](C)[C@H](CN(C)C(=O)Nc2ccc3c(c2)OCO3)Oc2ncc(C#Cc3ccc(F)cc3)cc2C1=O	-3.1
CC(C)NC(=O)N(C)C[C@H]1OCCCC[C@@H](C)Oc2ccc(NC(=O)NC3CCCCC3)cc2C(=O)N([C@H](C)CO)C[C@@H]1C	0.1
C[C@@H]1CN([C@H](C)CO)C(=O)c2cc(C3=CCCCC3)cnc2O[C@@H]1CN(C)Cc1ccc(C(=O)O)cc1	0.1
Cc1ccc(S(=O)(=O)N[C@H]2CC[C@H](CCn3cc(C4CCCCC4)nn3)O[C@H]2CO)cc1	0.3
COc1ccc(CNC(=O)c2cc3c(c(-c4cccc(-c5ccc(C#N)cc5)c4)n2)[C@@H](CCO)N([S@](=O)C(C)(C)C)C3)cc1	-0.9
C[C@@H]1CN([C@H](C)CO)C(=O)c2cccc(NC(=O)NC3CCCCC3)c2O[C@H]1CN(C)CC1CCCCC1	0.9
COC(=O)c1ccc2nc(-c3ccccc3)c(Cc3cccc(Cl)c3)n2c1	1.0
COc1ccc2c3c(n(C)c2c1)[C@@H](CO)N(C(=O)C1CC1)CC31CN(Cc2ccccc2OC)C1	2.1
CNC[C@@H]1Oc2ncc(-c3ccc(F)cc3)cc2C(=O)N([C@H](C)CO)C[C@@H]1C	-0.4
C[C@@H]1CN([C@@H](C)CO)S(=O)(=O)c2ccc(-c3cccc(C(=O)N(C)C)c3)cc2O[C@@H]1CN(C)C(=O)Nc1ccc(F)cc1	-0.1

Another view of three compounds above:
Structure,TcdB GH inh
COc1ccc2c3c(n(C)c2c1)[C@@H](CO)N(C(=O)C1CC1)CC31CN(Cc2ccccc2OC)C1,2.1
O=C(N[C@H]1CC[C@H](CCNS(=O)(=O)c2ccccc2)O[C@@H]1CO)c1cnccn1,-0.1
COc1ccc(NC(=O)Nc2cccc3c2O[C@H](CN(C)CC2CCCCC2)[C@H](C)CN([C@@H](C)CO)C3=O)cc1,-1.3

Additional compounds.
SMILES	TcdB GH inh
Cc1ccc(S(=O)(=O)Nc2ccc3c(c2)CC(=O)N([C@@H](C)CO)C[C@@H](C)[C@@H](CN(C)Cc2ccncc2)O3)cc1	-0.2
COc1cc(C=NN=c2sc3ccccc3n2C)ccc1OCCO	0.2
O=C(C[C@H]1CC[C@H](NS(=O)(=O)c2ccc(F)cc2)[C@@H](CO)O1)NCc1ccc(Cl)c(Cl)c1	0.7
C[C@H](CO)N1C[C@H](C)[C@@H](CN(C)C(=O)c2cccnc2)Oc2cc(C#CC3CC3)ccc2S1(=O)=O	0.8
c1ccc(Cn2cc(CCOCc3ccccn3)c3ccccc32)cc1	-7.7
CNC(=O)C1=C[C@H](c2ccc(C(=O)OC)cc2)C[C@H](OCCCCO)O1	0.3
COCC#Cc1ccc2c(c1)O[C@@H](CN(C)C(=O)c1ccccc1F)[C@@H](C)CN([C@@H](C)CO)S2(=O)=O	0.9
C[C@@H]1CCCCO[C@@H](CN(C)C(=O)Nc2ccc(C(F)(F)F)cc2)[C@@H](C)CN([C@H](C)CO)C(=O)c2cc(NC(=O)c3ccccc3)ccc2O1	-6.5
C[C@@H]1CN([C@H](C)CO)C(=O)c2cc(NS(=O)(=O)c3cn(C)cn3)ccc2O[C@@H](C)CCCCO[C@@H]1CN(C)C(=O)NC1CCCCC1	0.3
O=C(C[C@H]1CC[C@H](NC(=O)c2ccc(F)cc2)[C@@H](CO)O1)NCCc1ccncc1	-3.2
Cc1ccc(-c2cnc3c(c2)C(=O)N([C@H](C)CO)C[C@@H](C)[C@@H](CN(C)C)O3)cc1	-1.1
CC(C)(C)OC(=O)NCCc1nc(NC(=O)OCc2ccccc2)sc1C(=O)O	-1.0
CCS(=O)(=O)Nc1ccc2c(c1)C(=O)N(C)[C@@H]1CC[C@@H](CC(=O)N3CCN(C)CC3)O[C@H]1CO2	-0.9
C[C@H]1CCCCO[C@@H](CN(C)Cc2ccc3c(c2)OCO3)[C@@H](C)CN([C@@H](C)CO)C(=O)c2cc(N(C)C)ccc2O1	-21
COc1ccc2c3c([nH]c2c1)[C@@H](CO)N(C(=O)c1ccccc1)CC31CCN(C)CC1	1.4
C[C@@H]1CN([C@@H](C)CO)C(=O)Cc2cc(NC(=O)CCCN(C)C)ccc2O[C@H]1CN(C)C(=O)Nc1ccc(F)cc1	-0.7
O=C(C(=O)N1CCN(S(=O)(=O)c2cccc(C(F)(F)F)c2)CC1)c1cccc(C(F)(F)F)c1	0.6
COCC(=O)N1CC(=O)N2[C@H](CO)[C@H](c3ccc(Br)cc3)[C@@H]2C1	-0.2
COc1ccc(S(=O)(=O)Nc2ccc3c(c2)CC(=O)N([C@@H](C)CO)C[C@H](C)[C@H](CN(C)S(=O)(=O)c2ccc(OC)cc2)O3)cc1	0.2
CS(=O)(=O)N1CC(=O)N2[C@H](CO)[C@@H](c3ccc(C#Cc4cccc(F)c4)cc3)[C@@H]2C1	0.6
COc1ccc(S(=O)(=O)Nc2ccc3c(c2)C(=O)N([C@H](C)CO)C[C@@H](C)[C@H](CN(C)S(=O)(=O)c2ccc(Cl)cc2)OCCCC[C@H](C)O3)cc1	-1.0
COCC#Cc1cnc2c(c1)C(=O)N([C@@H](C)CO)C[C@@H](C)[C@H](CN(C)C(=O)CN1CCOCC1)O2	2.1
N#C[C@@H]1N[C@H](CO)[C@H]1c1ccccc1	-1.0
C[C@H]1CN([C@@H](C)CO)C(=O)c2cc(-c3ccc(C(=O)N(C)C)cc3)cnc2O[C@@H]1CN(C)C(=O)c1cccnc1	0.0
OC[C@@H]1Nc2ccc(-c3ccccc3)cc2[C@@H]2[C@H]1CCN2Cc1ccc(F)cc1	-6.0
C[C@H]1CCCCO[C@H](CN(C)CC2CC2)[C@@H](C)CN([C@@H](C)CO)C(=O)c2cc(NS(=O)(=O)c3ccc(F)cc3)ccc2O1	-2.1
C[C@H](CO)N1C[C@H](C)[C@@H](CN(C)C(=O)CN(C)C)Oc2cc(C#CCC3CCCC3)ccc2S1(=O)=O	0.4
C[C@@H]1CN([C@H](C)CO)C(=O)c2c(c3ccccc3n2C)-c2ccccc2CO[C@@H]1CN(C)Cc1cccc(F)c1	1.2
C[C@@H]1CN([C@H](C)CO)C(=O)Cc2cc(NC(=O)CCN3CCOCC3)ccc2O[C@H]1CN(C)Cc1ccc(C(=O)Nc2ccccc2N)cc1	-2.1
CN1CCN(C(=O)C[C@@H]2CC[C@@H]3[C@@H](COc4ccc(NC(=O)c5cscn5)cc4C(=O)N3C)O2)CC1	0.1
C[C@@H]1CN([C@@H](C)CO)C(=O)c2cc(NC(=O)Nc3cccc4ccccc34)ccc2O[C@H]1CN(C)Cc1ccc(-c2ccccc2)cc1	0.1
CCC(=O)N[C@H]1C=C[C@H](CC(=O)NCc2ccc(OC)cc2)O[C@@H]1CO	0.1
O=C(Nc1ccc(Cl)c(Cl)c1)N[C@H]1CC[C@H](CCn2cc(C3CC3)nn2)O[C@@H]1CO	0.5
C[C@H](CO)N1C[C@H](C)[C@@H](CN(C)C(=O)Nc2ccc3c(c2)OCO3)OCCCC[C@H](C)Oc2ccc(NS(=O)(=O)c3cccs3)cc2C1=O	0.0
C#CCN(CC=C(C)C)[C@H](CO)c1ccccc1	0.4
C[C@H](CO)N1C[C@H](C)[C@H](CN(C)C(=O)Nc2ccc(C(F)(F)F)cc2)Oc2ccc(NS(=O)(=O)c3ccc(F)cc3)cc2CC1=O	-8.9
CO[C@@H]1CN(C)C(=O)c2ccc(NC(=O)C3CCCC3)cc2OC[C@@H](C)N(C)C[C@H]1C	0.1
CCC(=O)Nc1ccc2c(c1)C(=O)N(C)[C@@H]1CC[C@@H](CC(=O)NCC3CC3)O[C@@H]1CO2	0.2
COc1ccc(CN(C)C[C@@H]2Oc3ccc(NC(=O)Nc4ccccc4)cc3C(=O)N([C@@H](C)CO)C[C@@H]2C)cc1	-0.8
COc1ccc(NC(=O)N(C)C[C@H]2Oc3ncc(-c4ccc(C#N)cc4)cc3C(=O)N([C@H](C)CO)C[C@H]2C)cc1	1.9
Cc1ccc(S(=O)(=O)N(C)C[C@@H]2Oc3ccc(NC(=O)C4CC4)cc3C(=O)N([C@@H](C)CO)C[C@H]2C)cc1	0.1
Cc1noc(C)c1S(=O)(=O)Nc1ccc2c(c1)C(=O)N([C@H](C)CO)C[C@H](C)[C@@H](CN(C)C(=O)Nc1cccc3ccccc13)OCCCC[C@@H](C)O2	0.5
COCC(=O)N(C)C[C@H]1Oc2ncc(C#C[C@@H](C)O)cc2C(=O)N([C@@H](C)CO)C[C@@H]1C	2.2
C[C@H]1CN([C@@H](C)CO)C(=O)c2cc(NC(=O)Cn3cnnn3)ccc2O[C@H]1CN(C)S(=O)(=O)c1cccs1	1.9
